Imprint erasure: genomic imprint erasure induction; Potency, µM (doses to about 60.7 µM), for inactives: at the top dose activity change, positive = activation, usual class: activators; actives 0.02% (n = 110,000); mouse ES Peg3-LacZ reporter, beta-gal luminescence, 40 h;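 further: 0% = negative control wells on the plate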
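Readout: BetaGlo luminescence (5 min, room temp) for LacZ from the normally silent maternal Peg3 allele in female Peg3LacZ-Neo ES cells. Cells 300/well, 40 h, 37C, 5% CO2. Data normalized per plate to negative controls.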
IkB signaling: suppresses IkB signaling in ABC-DLBCL reporter cells | actives 0.04% (n = 110,000) | Potency, µM (highest dose often 57.1 µM), for inactives: at the highest dose IkBa stabilization activation | ABC-DLBCL IkBa-CBG/CBR dual luciferase ratio, 4 h; response scale: scaled: untreated 0%, proteasome inhibitor 100%; active means well fitted curve in the direction sought with a large enough effect in the signal ratio, not every such curve was filed as active; inconclusive means small, poorly fitted or top-dose-only effect, or a change in a side signal; the % refers to the signal ratio;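 further: the direction sought is a rising ratio; 0% = basal untreated cells and 100% = reference inhibitor full response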
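Curves were fitted separately to fusion (green), unfused (red) and ratio luminescence, then classed by r2, magnitude and activity. Cells: OCI-Ly3, 4 h compound plus doxycycline at 37C; 10 uM MG-132 defined full response.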
p53ts 39C tox: p53ts cell cytotoxicity, nonpermissive temperature | H1299-p53A138V viability at 39C, ATP luminescence, 24 h | actives 1.5% (n = 130,000) | Potency, µM (series often up to 46.1 µM), without a hit: at the top dose activity change, negative = cell killing, hits mostly cytotoxic; further: nearly all actives have a fitted effect of over 55% in size
p53ts 32C kill: cytotoxicity in p53ts cells at permissive temperature; AID 924; Potency, µM (highest dose often 46.1 µM), for the others: at the highest dose activity change, negative = cytotoxicity, actives largely listed as cytotoxic; actives 0.93% (n = 130,000); H1299-p53A138V at 32C, ATP luminescence viability, 24 h;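 further: 0% = DMSO and -100% = full killing by reference compound; nearly all actives have a fitted effect of over 55% in size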
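ATP-content luminescence (ATPlite) read-out after 24 h compound exposure at 32C in H1299-p53A138V cells (600/well). Tested up to 46 uM. Normalized to DMSO (0%) and 100 uM tamoxifen (100% killing); Hill-fit AC50.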
Starred values were filed as active, the others as inactive; ? = inconclusive; / = not tested or not shown; & = joins results of further samples; [ ] = dose if it differs, or a comment. Unless noted, the call rests on the fitted dose curve; in most records, active means well fitted curve in the direction sought with a large enough effect; inconclusive means small, poorly fitted or top-dose-only effect, or another doubt; inactive means no such curve, though single readings can be large; an effect the other way counts as inactive or inconclusive. Unless noted, on the % scale 0 is the no-effect control and ±100 the full control effect; potency means the concentration at half of the fitted maximal effect.

smiles	Imprint erasure	IkB signaling	p53ts 39C tox	p53ts 32C kill
O=C(Nc1ccc(C(F)(F)F)cc1)c1cc(S(=O)(=O)NC2CCCCC2)ccc1F	-14%[10.9 µM]	?	10µM*	22%
COc1cc(Cl)c(C)cc1NC(=O)Cn1cnc2sc(C)c(S(=O)(=O)N3CCCCC3)c2c1=O	-8%[10.9 µM]	?	-15%	-2%
COc1cc(OC)c(S(=O)(=O)N2CCCCC2)cc1S(=O)(=O)N1CCCCC1	-4%	2.0%	14%	8%
Cc1onc(-c2ccccc2)c1C(=O)Nc1ccncc1	7%	-0.7%	0%	4%
COc1ccc(OC)c(C2CC(=O)N3CN(c4cccc(Cl)c4C)CSC3=C2C#N)c1 (centres undefined)	-25%	6.5%	5%	0%
Cc1ccc(S(=O)(=O)CCc2nnc(NC(=O)c3cnccn3)s2)cc1	5%	1.2%	-21%	-10%
COCCCNC(=O)CS(=O)(=O)Cc1nc(-c2cccc(OC)c2)oc1C	-9%	-0.2%	-10%	4%
Cc1cc2ccccc2n2c(SCC(=O)N3CCc4ccccc4C3)nnc12	/	/	27%	-5%
O=C(C1=COCCO1)N1CCN(C(c2ccccc2)c2ccccc2)CC1	-15%	0.6%	8%	1%
O=C(CSc1ncn[nH]1)OCN1C(=O)c2ccccc2C1=O	-9%	?	6%	-2%
CCn1c(COc2ccccc2C)nnc1SCC(=O)OC	-1%	0.3%	-11%	5%
Cc1ccc(C(=O)N(Cc2sccc2C)C2CCS(=O)(=O)C2)cc1 (centres undefined)	5%[10.9 µM]	-1.7%	-4%	4%
O=C(C1CCN(S(=O)(=O)Cc2ccccc2)CC1)N1CCCc2ccccc21	-4%	0.1%	-6%	-3%
O=C1C(c2ccncc2)=C(O)c2ccccc21	?	?	6.3µM*	3.2µM*
Nc1ncnc2c1ncn2[C@H]1CC[C@@H](CO)O1	17%&-4%	-2.1%	15%	5%
CCOC(=O)CSc1nc2c(sc3ccccc32)c(=O)n1CCO	-17%[10.9 µM]	?	-9%	0%
O=C(CSc1nnc(-c2ccccc2)o1)n1c2c(c3ccccc31)CCCC2	7%	1.1%	15%	3%
COc1ccccc1-n1ncc2c(=O)[nH]c(SCC(=O)Nc3ccc(Cl)cc3)nc21	-9%[10.9 µM]	?	-2%	11%
COc1ccc(C(=O)Nc2ccccc2C(N)=O)cc1	-68%[inhibitor]	?	13µM*	13µM*
COc1ccc(CNC(=O)c2c(O)c3cccc4c3n(c2=O)CCC4)cc1	-9%	0.4%	-3%	2%
Cc1c(NC(=O)C(C)N2C(=O)C3C4C=CC(C4)C3C2=O)c(=O)n(-c2ccccc2)n1C (centres undefined)	27%	-0.5%	3%	-19%
C/C(N)=N\S(=O)(=O)c1ccc(Cl)cc1	-5%	1.4%	-7%	-20%
CC(CCc1ccco1)NC(=O)Cn1ncc2c1-c1ccccc1OC2 (centres undefined)	-3%	2.1%	3%	3%
Cc1cc(=O)n2nc(N(C)CC(=O)NCc3ccc(Cl)cc3)sc2n1	-3%[10.9 µM]	0.7%	0%	-7%
CC(=O)OC[C@@H]1O[C@H](CCO/N=C\[C@@H](C)[C@H](OCc2ccccc2)C(C)C)C=C[C@@H]1OC(C)=O	/	/	13%[9.22 µM]	-5%[9.22 µM]
COc1cc2c(cc1OC)CN(C(=O)COc1ccc(C#N)cc1)CC2	9%	1.2%	-4%	-5%
Clc1ccc(-n2nnnc2SCc2c(-c3ccccc3)nc3sccn23)cc1	-16%	2.2%	-19%	-4%
Clc1ccccc1NN(Cc1ccncc1)c1ccccc1Cl	-17%[10.9 µM]	2.7%[11.4 µM]	18%[9.22 µM]	-1%[9.22 µM]
Cn1c(CC2C(=O)Nc3ccc(Br)cc32)nc2ccccc2c1=O (centres undefined)	-15%	?	3%	9%
CNC(=O)[C@@H]1O[C@@H](n2cnc3c(N)ncnc32)[C@@H](O)[C@H]1O	/	?	-10%	-13%
CC(C)N1C(=O)C2C(c3ccccc3O)NC(C)(C(=O)O)C2C1=O (centres undefined)	6%	1.0%	7%	5%
O=C(COc1ccccc1Cl)Nc1ccccc1OCc1cc(=O)n2ccccc2n1	3%[10.9 µM]	-2.1%	5%	-4%
O=C(Cc1ccccc1)N1CCCC1c1ccccc1 (centres undefined)	-8%	2.1%	-8%	-1%
O=C(Nc1c(-c2ccc(F)cc2)nc2ccccn12)c1cccc(F)c1	5%[10.9 µM]	?	2%	1%
O/N=C1/CCc2nonc2/C1=N/O	-11%	3.5%	-8%	-5%
CCOC(=O)CSc1nnc([C@H](C)NC(=O)OC(C)(C)C)o1	5%	0.4%	8%	-4%
CCOC(=O)c1cc(=O)n2nc(-c3ccc(C)cc3)nc2s1	-7%	1.9%	-2%	0%
COc1ccc(C(CNC(=O)c2oc3ccccc3c2C)N2CCCCC2)cc1 (centres undefined)	-16%[10.9 µM]	?	?	-4%
CC(C)(C)CC(=O)Nc1nnc2n1CCS2	-4%[10.9 µM]	6.2%	-16%	10%
CCC(=O)N(Cc1ccco1)c1nc(-c2ccc(OC)cc2)cs1	/	/	12%	11%

The last 2 entries of the part above open the next one.
smiles	Imprint erasure	IkB signaling	p53ts 39C tox	p53ts 32C kill
CC(C)(C)CC(=O)Nc1nnc2n1CCS2	-4%[10.9 µM]	6.2%	-16%	10%
CCC(=O)N(Cc1ccco1)c1nc(-c2ccc(OC)cc2)cs1	/	/	12%	11%
COc1cc(O)c2c(=O)cc(-c3ccccc3)oc2c1	-15%	-4.0%[11.4 µM]	-28%	-16%
CCOC(=O)c1cc(-c2ccc(C)cc2)n(CCCC(=O)Nc2cc(C)ccc2C)c1	-16%[10.9 µM]	0.0%	?	-11%
COc1ccc(-c2cc(C(F)(F)F)n3nc(C(=O)O)cc3n2)cc1OC	-12%	-1.7%	-1%	-3%
Cc1cccc(NC(=O)c2sc3nc(-c4ccc(F)cc4)cn3c2C)n1	-38%[inhibitor]	?	?	-15%
COC(=O)c1sc(NC(=O)CSc2nnc(C(C)C)n2C)nc1C	-32%[inhibitor]	0.0%	2%	2%
CCOC(=O)N1CCN(S(=O)(=O)c2ccc3c(c2)CCN3C(=O)C2CC2)CC1	-18%	-1.1%	-12%	-7%
CCn1c(Cc2c(C)[nH]c3ccccc23)nnc1SCC(=O)NCc1ccco1	/	/	13%	10%
CCCCCn1c(=S)[nH]c2ncccc2c1=O	-9%	-1.3%	-8%	1%
Cc1ccn2c(Nc3ccc4c(c3)OCCO4)c(-c3cccs3)nc2c1	17%[10.9 µM]	?	-14%	-13%
CCOC(=O)Nc1sc(=S)n(C)c1C	-6%	-0.7%	3%	-5%
CCOC(=O)c1c(NC(=O)c2cc(C3CC3)on2)sc2c1CCCC2	-6%	-1.8%	10%	6%
CC(NC(=O)c1cncc(Br)c1)c1ccc(S(N)(=O)=O)cc1 (centres undefined)	?	0.6%	-2%	-6%
CCC1CCCCN1C(=O)CSc1nnc(CNC(=O)c2cc(OC)c(OC)c(OC)c2)o1 (centres undefined)	-12%	0.6%	2%	4%
COc1cc(-c2nnc(SCc3cccnc3)n2C)cc(OC)c1O	-8%	1.7%	-5%	12%
COc1ccccc1OCc1ccc(C(=O)NCc2ccco2)o1	-4%	2.8%	-7%	2%
Cc1ccccc1NC(=O)c1ccccc1NC(=O)c1ccco1	-1%	-1.7%	13%	3%
COc1ccc2c(c1)sc1ncc(C(=O)NCc3ccc(Cl)cc3)c(=O)n12	10%[10.9 µM]	-0.2%	-8%	-6%
CCc1ccc(C2CC(c3ccc(F)cc3)Nc3nc(N)nn32)cc1 (centres undefined)	-8%	-1.3%	-6%	9%
Cc1cc2c(nc1C)CCCCN2C[C@H](C)O/N=C\[C@@H](C)[C@H](OCc1ccccc1)C(C)C	/	/	1%[9.22 µM]	10%[9.22 µM]
O=C(CCCc1ccccc1)NCc1cn2ccsc2n1	9%	4.8%	3%	3%
CCOC(=O)C1CCN(S(=O)(=O)c2cc(Br)cc3c2N(C(=O)C2CC2)CC3)CC1	-10%	-1.3%	-8%	8%
Cc1ccc(N2C(=O)CSC23C(=O)N(CC(=O)NCCc2ccccc2)c2ccccc23)cc1 (centres undefined)	-6%[10.9 µM]	-1.3%	?	7%
Cc1ccc(NCc2nnc(SCC(=O)Nc3ncc(C)s3)n2Cc2ccco2)c(C)c1	/	2.0%	-18%	-10%
CC(C)c1ccc(S(=O)(=O)c2nnn3c2nc(N2CCN(C)CC2)c2sccc23)cc1	-5%[10.9 µM]	?	21%	15%
Cc1ccc(C)c(S(=O)(=O)n2cnc3ccccc32)c1	-19%	3.8%	5%	-5%
Nc1nc(N2CCN(C/C=C/c3ccccc3)CC2)nc2ccccc12	-41%[inhibitor]	-0.5%	5%	0%
Cc1ccc(NC2=NC(C(=O)Nc3ccc(C)c(C)c3)CC(=O)N2)cc1 (centres undefined)	-8%	3.2%	?	?
Cc1ccccc1NC(=O)CSc1cn(CC(=O)N2CCCC2)c2ccccc12	-8%[10.9 µM]	3.9%	4%	7%
CCc1cnc2c(c1SCc1cc(OC)cc(OC)c1)c(=O)n(C)c(=O)n2C	18%[10.9 µM]	4.6%	-10%	11%
CC(C)CNC(=O)C1CCN(c2ccc(S(=O)(=O)N3CCOCC3)cc2Cl)CC1	-15%	1.3%	-3%	2%
O=C(CSc1nc(-c2ccco2)cc(C(F)(F)F)n1)N1CCN(Cc2ccccc2)CC1	-20%	?	9%	1%
CCOc1ccc(C2CC(=O)Nc3c2c(=O)nc(SCc2ccccc2C)n3C)cc1OC (centres undefined)	-12%[10.9 µM]	?	11%	-3%
COC(=O)C1=C(C)n2nnnc2NC1c1ccc(Cl)cc1 (centres undefined)	-3%	0.2%	-1%	15%
Cn1c(Cn2c(=O)sc3ccccc32)nnc1SCC(=O)NC1CCCC1	18%	2.6%	-7%	-3%
CCOC(=O)c1cccc(NC(=O)c2nn(-c3ccc(OC)cc3)c(=O)c3c2c2ccccc2n3C)c1	-5%[10.9 µM]	-1.4%	15%	10%
Cc1cccc(C(=O)NCCc2sc(-c3ccccc3)nc2C)c1	-5%[10.9 µM]	?	-25%	-2%
O=C(Nc1c(Cl)cc(Cl)cc1C(=O)NCC1CCCO1)c1ccco1 (centres undefined)	-1%	0.1%	-9%	-7%
C=C(C)Cn1c(N(CCO)Cc2ccccc2)nc2c1c(=O)[nH]c(=O)n2C	-2%	-4.0%	5%	5%
Cc1cc(N2CCCCC2)nc2ccc(NC(=O)c3cccc(Cl)c3)cc12	27%[10.9 µM]	?	0%	10%
CCCCNC(=O)C1CCN(S(=O)(=O)c2ccc3c(ccn3CC)c2)CC1	-11%[10.9 µM]	-1.0%	-14%	7%
CCC(C)OC(=O)c1cc(C)nc2c(Br)cc(Br)cc12 (centres undefined)	/	/	-14%	-7%
CCc1ccccc1Nc1nc2ccccc2c2nncn12	-2%[10.9 µM]	?	-5%	0%
CCCNC(=O)C1CCC(Cn2c(=O)c3sccc3n(Cc3ccccc3F)c2=O)CC1 (centres undefined)	-6%[10.9 µM]	2.9%	4%	-3%
O=C(NCCCN1CCN(Cc2ccccc2Cl)CC1)Nc1ccccc1	-24%	0.8%	-1%	-11%
O=C(CCc1nc2ccccc2s1)OCC(=O)N1CCN(C(=O)c2ccco2)CC1	-9%	-0.3%	-8%	0%

Four records drawn at random from the list so far, as already listed:
smiles	Imprint erasure	IkB signaling	p53ts 39C tox	p53ts 32C kill
CCCNC(=O)C1CCC(Cn2c(=O)c3sccc3n(Cc3ccccc3F)c2=O)CC1 (centres undefined)	-6%[10.9 µM]	2.9%	4%	-3%
CCc1ccccc1Nc1nc2ccccc2c2nncn12	-2%[10.9 µM]	?	-5%	0%
O=C(NCCCN1CCN(Cc2ccccc2Cl)CC1)Nc1ccccc1	-24%	0.8%	-1%	-11%
CCC(C)OC(=O)c1cc(C)nc2c(Br)cc(Br)cc12 (centres undefined)	/	/	-14%	-7%
